Wnt act = Wnt/beta-catenin pathway activation; activation, % at 9.35 µM; Wnt/beta-catenin reporter cell assay, activator, plate reader; hit rate 1.2% among 300,000; AID 743398; in the data active = activation above about 30%, passing the limit was not always enough; inconclusive = no clear call, values can overlap the other calls;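 note: 0% = neutral control wells and 100% = positive control wells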
SR-BI uptake up = activators of SR-BI mediated HDL lipid uptake; CHO ldlA[mSR-BI] cells, DiI-HDL uptake fluorescence, 3 h; 100 = double the neutral-control signal; activation, % at 12.5 µM; hit rate 0.096% among 320,000;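 active = mean replicate activation of at least 60% and every replicate at or above 60%; inconclusive = mean or all-replicate condition met, but not both; inactive = mean below 60% and not all replicates reaching 60%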;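 note: 0% = median plate neutral-control signal and 100% = twice that signal; values of inactives mirror those of a sister screen read the other way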
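Material – SR-BI-overexpressing, LDLR-lacking CHO cells · Medium – BSA-supplemented, HEPES-buffered Ham's F12, pH 7.4 · Doses – single concentration · Times – compound with DiI-HDL co-incubation, 3 h at 37 °C · Measured by – bottom-read fluorescence, 550/595 nm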
CAL PDZ FP-1 = blocks peptide binding to the human CAL PDZ domain; purified CAL PDZ, TMR-peptide fluorescence polarization, 1 h; inhibition, % at 24.9 µM; hit rate 0.92% among 300,000; Q9HD26; AID 602252;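 active = mean inhibition of at least 30% with at least half of replicates also reaching 30%; inconclusive = no clear call, values can overlap the other calls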;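 note: 0% = DMSO neutral control and 100% = excess unlabeled competitor peptide PRC23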
SR-BI HDL uptake = blocks mouse SR-BI lipid uptake from DiI-HDL; Q61009; ldlA[mSR-BI] CHO cells, DiI-HDL uptake fluorescence, 3 h; inhibition, % at 12.5 µM; hit rate 0.96% among 320,000;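 active = mean replicate inhibition of at least 70% and a set share of replicates each scoring 70 or more; inconclusive = meets just one of the two criteria; inactive = fails both criteria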;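 note: 0% = median of neutral control wells and 100% = median of positive control wells; values of inactives mirror those of a sister screen read the other way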
Target sequence (Q61009 whole entry, looked up): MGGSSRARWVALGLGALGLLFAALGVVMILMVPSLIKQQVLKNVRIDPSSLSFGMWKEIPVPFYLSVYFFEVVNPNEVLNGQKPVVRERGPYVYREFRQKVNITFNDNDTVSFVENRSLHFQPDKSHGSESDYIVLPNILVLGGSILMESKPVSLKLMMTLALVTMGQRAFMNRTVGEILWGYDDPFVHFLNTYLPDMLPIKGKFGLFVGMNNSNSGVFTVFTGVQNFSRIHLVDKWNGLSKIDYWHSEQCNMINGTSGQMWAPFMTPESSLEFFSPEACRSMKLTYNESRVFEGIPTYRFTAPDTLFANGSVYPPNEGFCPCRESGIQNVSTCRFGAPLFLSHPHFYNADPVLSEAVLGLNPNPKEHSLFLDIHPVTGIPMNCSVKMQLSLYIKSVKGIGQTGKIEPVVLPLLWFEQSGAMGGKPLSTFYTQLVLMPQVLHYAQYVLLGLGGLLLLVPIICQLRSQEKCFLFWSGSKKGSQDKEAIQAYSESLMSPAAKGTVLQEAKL
MITF act = increases MITF-driven TRPM1 promoter luciferase signal; SK-MEL-5 TRPM1-promoter luciferase, 24 h; % of positive control, neutral wells = 0; activation, % at 12.5 µM; hit rate 0.75% among 300,000;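 active = mean activation of at least 80% with every replicate also reaching 80%; inconclusive = mean reaches 80% but some replicate falls short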;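 note: 0% = neutral control wells and 100% = parthenolide positive control wells; values of inactives mirror those of a sister screen read the other way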
phage Ecoli inh = E. coli growth loss with phage present; growth absorbance; inhibition, % at 11.9 µM; hit rate 0.26% among 360,000; AID 651602; in the data active = inhibition above about 11%
CAL PDZ FP-2 = human CAL PDZ-peptide interaction inhibition; hit rate 0.02% among 330,000; AID 504414; purified CAL PDZ, TMR-peptide fluorescence polarization, 1 h; inhibition, % at 20 µM; Q9HD26;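 active = highest replicate inhibition of at least 40%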;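 note: plate controls were DMSO neutral control wells for no effect and unlabeled competitor peptide control wells for full effect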
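Assay system – tagged CAL PDZ protein CerCALP, purified · Timing – 1 h at RT · Compound – single point, 20 µM · Measured by – fluorescence polarization from S- and P-plane intensities, G-factor corrected · Evaluation – inhibition from polarization loss · Probe or stimulus – TMR reporter peptide T*-PRC34 · Buffer or medium – pH 7.4 phosphate-saline buffer, reducing agent, detergent, IgG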
AddAB inh = less growth of phage-infected E. coli with AddAB | E. coli expressing H. pylori AddAB, absorbance growth | inhibition, % at 11.9 µM | hit rate 0.29% among 330,000; in the data active = inhibition above about 12%;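 note: 0% = vehicle wells of infected cells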
E coli growth = bacterial growth inhibition, counter-screen for AddAB inhibitors. E. coli V3065 growth, OD600 absorbance, 18 h. AID 449728. inhibition, % at 11.9 µM. hit rate 0.27% among 330,000;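 active = inhibition above the campaign's mean inhibition across all tested compounds plus 3 SD, cut at about 9.9% in these data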;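 note: uninfected addAB+ strain grown without phage in ampicillin broth; 0% = DMSO wells and 100% = ciprofloxacin 0.95 µg/ml wells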
Tat export inh = inhibitors of E. coli Tat protein transport; E. coli MC4100 TorA-mCherry Tat export, fluorescence; inhibition, % at 10 µM; hit rate 0.036% among 340,000;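 active = mean replicate inhibition at least 50% and at least half of replicates individually reaching 50%; inconclusive = only one of the two criteria met; inactive = neither criterion met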;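 note: exported cargo escapes ClpAP degradation while cytoplasmic cargo is degraded and loses fluorescence; 0% = median of neutral control wells and 100% = median of NaSCN control wells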
* marks the source's active call; other numbers are inactive results; ? = inconclusive; . = not tested or not shown; & = joins results of further samples; ! = not active in a repeat.

molecule | Wnt act | SR-BI uptake up | CAL PDZ FP-1 | SR-BI HDL uptake | MITF act | phage Ecoli inh | CAL PDZ FP-2 | AddAB inh | E coli growth | Tat export inh
Cc1c(C(=O)N2CCOCC2)[nH]c2ccc(OCc3ccccc3)cc12 | . | -23 | -1 | 23 | . | 1.5 | -1.1 | 4.4 | 0.4 | 4
O=C(Nc1ccccc1)C1CCN(C(=O)c2ccccc2)CC1 | . | -9 | -4 | 9 | -5 | 1.3 | -0.6 | 0.9 | 0.1 | 6
COc1ccc(-n2c(SCC(=O)/C(C#N)=C(\C)N)nc3ccccc3c2=O)cc1OC | -4 | . | 0 | . | 2 | 0.8 | -3.6 | 0.6 | 1.0 | -11
COc1ccc2c(CC(=O)NNC(=O)c3ccc(O)cc3)coc2c1 | -2 | 9 | 2 | -9 | 5 | 0.1 | -0.7 | -0.2 | -0.7 | -11
CCSc1ccc([C@@H]2[C@@H]3C(=O)N(C)C(=O)[C@@H]3[C@]3(C(=O)OC)CCCCN23)cc1OC | -3 | 67* | 2 | -67 | 8 | 0.2 | -0.4 | 1.2 | -0.9 | -1
COc1ccc(S(=O)(=O)N2CCCCCC2)cc1C(=O)N(C)CC(=O)Nc1ccccc1Br | 2 | 12 | -2 | -12 | -8 | 8.0 | -2.1 | -1.2 | -0.4 | -10
COc1ccc(CCNC(=O)c2nnc(Cc3ccc(Cl)cc3)o2)cc1OC | -3 | . | . | . | 0 | 5.9 | -2.8 | 2.6 | -1.6 | 20
Cc1ccc(CSCc2ccc(C(=O)NCC3CCCO3)o2)cc1 (centres undefined) | 5 | 6 | 0 | -6 | -4 | 0.9 | -2.9 | -0.1 | -0.4 | -4
N#CC1C(=O)NC(c2ccccc2)=CC1c1ccccc1 (centres undefined) | 0 | 11 | 110* | -11 | -13 | 1.2 | -1.7 | . | . | 0
COC(=O)c1ccc(Nc2nc(N3CCOCC3)nc(N3CCOCC3)n2)cc1 | 1 | 10 | 6 | -10 | 93* | -2.5 | -2.7 | 0.8 | -3.1 | -3
COC(=O)c1ccc(COc2cccc3c2OC(C)(C)C3)cc1 | 1 | -67 | . | 67 | 7 | 1.7 | 0.2 | 2.0 | 1.9 | 1
COc1ccccc1Nc1nc2nonc2nc1N1CCCCC1C (centres undefined) | -1 | -25 | 2 | 25 | -22 | 5.5 | -1.4 | -3.7 | -1.3 | 7

molecule | Wnt act | SR-BI uptake up | CAL PDZ FP-1 | SR-BI HDL uptake | MITF act | phage Ecoli inh | CAL PDZ FP-2 | AddAB inh | E coli growth | Tat export inh
O=C(Nc1ccc(OC(F)F)c(Cl)c1)[C@@H]1CCCN1C(=O)c1cccs1 | 1 | -11 | -4 | 11 | -12 | 2.6 | 1.3 | 5.7 | 1.0 | -6
O=C(COC(=O)COc1ccccc1[N+](=O)[O-])NCc1ccc2c(c1)OCO2 | 1 | 6 | 0 | -6 | -11 | 2.0 | 0.3 | 0.1 | 2.4 | -2
COc1ccccc1CNC(=O)c1ccc(CNc2c(N3CCCC3)c(=O)c2=O)cc1 | -1 | 6 | . | -3 | . | 1.1 | -1.3 | 1.5 | -1.7 | -3
OCCC1CN(Cc2c(O)ccc3ccccc23)CCN1CCc1ccccc1 (centres undefined) | -2 | -25 | 0 | 25 | -22 | 0.7 | -8.0 | 0.9 | -0.5 | -6
CO/N=C(\C(=O)N[C@@H]1C(=O)N2C(C(=O)O)=C(COC(C)=O)CS[C@H]12)c1csc(N)n1 (stereo in doubt) | 2&-6&-4 | -1&0&3 | -7&-6&-2 | 1&0&-2 | 7&-3&8 | 100* | -0.1&-0.4&-1.0 | 100*! | 98*! | -14&-13&-15
O=C(CCC(=O)N/N=C/c1ccccc1O)NCc1ccccc1 | . | 25 | -3 | -25 | 13 | 2.8 | -0.3 | 2.0 | -0.5 | -5
CC(NC(=O)c1ccccc1Cl)C(=O)N1CCN(Cc2ccc3c(c2)OCO3)CC1 (centres undefined) | -1 | 7 | . | -7 | 3 | 1.8 | -0.4 | 3.1 | 1.7 | -4
Cc1ccc(S(=O)(=O)N(Cc2ccccc2)Cc2ccco2)cc1 | . | 4 | 1 | -4 | 10 | 1.1 | -1.4 | 2.7 | 0.8 | 4
CC(C)(C)C(=O)Nc1cccc(-c2cc(-c3c(Cl)cccc3Cl)no2)c1 | 0 | -42 | -5 | 42 | . | 0.5 | 0.6 | 1.5 | 2.4 | -4
O=C(CNc1ccccc1)c1ccc([N+](=O)[O-])cc1 | 7 | -8 | -3 | 8 | 6 | 4.7 | 0.4 | 0.0 | 0.3 | -1
COCCn1c(SCC(=O)N2CCCc3ccccc32)nc2cccnc21 | -9 | 6 | -1 | -6 | 1 | 0.6 | -1.7 | -3.6 | -0.9 | -1
CC(C)COC(=O)CCNc1n[nH]c(=O)[nH]c1=O | . | -4 | 1 | 4 | -6 | -0.2 | -0.6 | 1.4 | -2.0 | 2

molecule | Wnt act | SR-BI uptake up | CAL PDZ FP-1 | SR-BI HDL uptake | MITF act | phage Ecoli inh | CAL PDZ FP-2 | AddAB inh | E coli growth | Tat export inh
COc1ccc(N(CC(=O)Nc2ccccc2C(=O)NCCc2ccccc2)S(C)(=O)=O)cc1OC | . | 29 | 2 | -29 | 8 | -1.5 | -1.5 | 2.4 | -1.4 | -11
O=C(Nc1ccc(S(=O)(=O)NC2=NCCCCC2)cc1)c1cc(F)c(F)cc1Cl | 4 | 1 | -6 | -1 | -6 | 6.4 | -1.0 | . | . | 3
O=C1C(=O)N(c2ccccc2)C(c2ccccc2)C1c1ccccc1 (centres undefined) | -2 | -3 | -5 | 3 | -15 | 0.7 | -0.6 | . | . | 6
CC1CCCN(S(=O)(=O)c2ccc(NC(=O)CNC3CCCC3)cc2)C1 (centres undefined) | 6 | 13 | -2 | -13 | 6 | 1.5 | -3.0 | 1.2 | 1.3 | 19
Nc1nonc1-n1nnc(C(=O)N/N=C/c2ccncc2)c1CSc1ccccc1 | -1 | 1 | -5 | -1 | 3 | 1.3 | -0.9 | 3.1 | 2.1 | 0
O=C(Cc1ccccc1[N+](=O)[O-])OCN1C(=O)c2ccccc2C1=O | 1 | -20 | -6 | 20 | 3 | 0.9 | -2.3 | -2.5 | -0.8 | -7
CCCCN(CC(=O)NCc1ccc(Cl)cc1)S(=O)(=O)c1ccc2c(c1)OCCO2 | -1 | 26 | -4 | -26 | 4 | 2.5 | 0.0 | 1.3 | -1.2 | 1
COc1ccc(N2C(N)=C(C#N)C(c3cccnc3)C3=C2CC(C)(C)CC3=O)cc1 (centres undefined) | -2 | 14 | -4 | -14 | . | 1.5 | -0.1 | 1.4 | -1.4 | -6
COC(=O)c1ccc(NC(=O)c2cc(-c3ccccn3)nc3ccccc23)cc1 | -2 | -3 | -5 | 3 | -1 | 0.9 | 0.1 | -1.4 | -1.8 | 21
COc1cc2cc(C(=O)NCCc3ccccc3)[nH]c2cc1OC | -4 | -33 | -9 | 33 | 5 | 0.6 | -0.4 | . | . | -7
Cc1ccc(S(=O)(=O)N2CCCC2C(=O)O)s1 (centres undefined) | . | 5 | . | -5 | 9 | 4.5 | -0.6 | 3.7 | 0.7 | -8
CCN1CCN(Cc2ccc(NC(=O)c3cc(NC(=O)c4ccc5n[nH]nc5c4)cc(OC)c3)cc2C(F)(F)F)CC1 | 0 | -11 | -7 | 11 | 0 | 1.5 | -5.7 | 0.8 | -2.6 | -4

molecule | Wnt act | SR-BI uptake up | CAL PDZ FP-1 | SR-BI HDL uptake | MITF act | phage Ecoli inh | CAL PDZ FP-2 | AddAB inh | E coli growth | Tat export inh
COc1ccc(NC(=O)CN2CCC(C(N)=O)CC2)cc1 | . | 1 | 0 | -1 | 6 | 2.2 | . | 1.9 | -1.3 | -4
CCC1C(=O)NCCN1C(=O)c1ccc2nc(Cc3ccc(OC)cc3)oc2c1 (centres undefined) | 1 | 7 | -2 | -7 | 3 | -3.4 | -1.3 | 2.0 | -0.1 | -4
CN(C)c1ccc(N=C/C=C2\N(C)c3ccccc3C2(C)C)cc1 | 0 | 1 | 1 | -1 | . | 2.7 | 0.8 | 2.7 | 0.4 | -6
NS(=O)(=O)c1ccc(NS(=O)(=O)c2ccc(Br)cc2)cc1 | 3 | 6 | -4 | -6 | -13 | 1.9 | -0.8 | 5.6 | 0.1 | -1
Cc1cc(C)cc(NC(=O)CN(C)CC(=O)N(CC(C)C)c2c(N)n(CC(C)C)c(=O)[nH]c2=O)c1 | 3 | 30 | -7 | -30 | -6 | -1.3 | -0.1 | 1.8 | -0.3 | 3
O=C(COC(=O)c1nn(CCO)c(=O)c2ccccc12)Nc1ccc(Cl)c(Cl)c1 | -3 | 11 | . | -11 | 1 | 4.4 | -2.3 | -0.3 | 1.7 | -4
O=C(NCCC1=CCCCC1)c1cc(S(=O)(=O)N2CCOCC2)c(Cl)cc1Cl | -2 | -16 | 0 | 16 | -24 | 5.8 | -2.2 | -1.2 | -0.6 | 7
CC(=O)OCCCNc1cc(Sc2ccc(C)cc2)c2nonc2c1[N+](=O)[O-] | . | 16 | -4 | -16 | -38 | 2.6 | -2.7 | 5.0 | 2.7 | -3
CC(C)(C)c1cc(NC(=O)COC(=O)C2CC2)n(-c2ccccc2)n1 | 2 | -6 | -1 | 6 | -7 | 3.4 | -2.9 | -0.1 | -0.8 | 3
CC(=O)Nc1c(O)nc(SCC(=O)Nc2c(C)cccc2C)[nH]c1=O | . | -4 | . | 4 | -6 | 1.2 | 1.2 | 0.3 | -1.5 | -11
O=C(NCCCN1CCCCCC1)c1ccc2c(Cl)c3c(nc2c1)CCCC3 | -2 | -53 | -8 | 53 | 1 | 2.8 | -4.1 | -1.7 | -0.9 | 14
CC(C)c1nnc(NC(=O)CCS(=O)(=O)Cc2ccccc2)s1 | -1 | . | . | . | -18 | -1.1 | 0.4 | -1.2 | -1.8 | ?

molecule | Wnt act | SR-BI uptake up | CAL PDZ FP-1 | SR-BI HDL uptake | MITF act | phage Ecoli inh | CAL PDZ FP-2 | AddAB inh | E coli growth | Tat export inh
CC(OC(=O)c1cn(-c2ccccc2)nc1-c1cccnc1)C(N)=O (centres undefined) | -1 | 2 | -1 | -2 | -4 | 1.2 | -2.3 | 0.6 | -1.7 | -9
OCCNc1ncnc2c1sc1nc(N3CCOCC3)c3c(c12)CCC3 | -2 | -12 | -1 | 12 | 12 | 2.6 | -4.3 | -0.6 | -0.3 | -8
COc1ccccc1CC(=O)N1CCN(S(=O)(=O)c2ccccc2)CC1 | 1 | 11 | 0 | -11 | 0 | 1.7 | -0.5 | 0.6 | 0.2 | 3
Cc1cc(C(=O)N2CCCC(CO)(Cc3ccc(F)cc3)C2)c(C)o1 (centres undefined) | 2 | -13 | 0 | 13 | -3 | 1.3 | 0.4 | 3.4 | 1.9 | -3
CCc1c(C(=O)NCc2cnn(C)c2)csc1C | 1 | 4 | . | -4 | 10 | 2.2 | -1.4 | 1.0 | 0.5 | 7

Source: PubChem
